Screening data as filed in PubChem BioAssay.
AHR activator: activators of human aryl hydrocarbon receptor | P35869 | AHR-responsive luciferase reporter cells, luminescence | activation, % at 5 µM | actives 2.5% (n = 320,000); in the data active = activation above about 47%;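 also: 0% = vehicle wells and 100% = reference agonist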
HCV core dimer: blocks dimerization of HCV core protein. TR-FRET GST/Flag-core106 dimerization, 1536-well. inhibition, % at 5 µM. actives 0.33% (n = 300,000);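 active = inhibition above the mean of all tested compounds plus 3 SD, set per screening campaign, cut at about 45% in these data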
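Material: Tagged HCV core106 pair (GST and Flag) | Amount: GST-core106 13.5 nM, Flag-core106 17 nM | Medium: KF-containing HEPES buffer, pH 7.45, DTT, CHAPS, BSA | Reagent: Eu donor and XL665 acceptor anti-tag antibodies | Schedule: 4 h at 22.5 °C | Technique: Time-resolved FRET, ex 340 nm, em 617 and 671 nm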
TPT1 inhibitor: blocks Candida albicans tRNA 2'-phosphotransferase; recombinant caTPT1, FP RNA substrate dephosphorylation; inhibition, % at 5 µM; actives 0.81% (n = 300,000); AID 1962;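 active = inhibition above the mean of all tested compounds plus 3 SD, set per screening campaign, cut at about 24% in these data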;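 also: plate controls were DMSO alone for no effect and ferristatin control at 100 nM for full effect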
PAFAH2 FP inh: PAFAH2 (human) inhibition | Q99487 | recombinant PAFAH2, FP-rhodamine activity probe, fluorescence polarization | inhibition, % at 3.39 µM | actives 0.99% (n = 340,000) | AID 492956;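 active = inhibition above the mean over all tested compounds plus 3 SD, cut at about 30% in these data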;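 also: inhibitors block probe labeling of enzyme so polarization drops; 0% = enzyme with DMSO and 100% = wells lacking PAFAH2 protein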
proCasp7 act: activates human procaspase-7, counter-screen for procaspase-3 activators. actives 0.093% (n = 330,000). activation, % at 8.5 µM. P55210. recombinant procaspase-7, Ac-DEVD-pNA absorbance 405 nm; D23A/D198A/D206A triple mutant, cannot self-cleave; scale: DMSO 0, 5 µM enzyme 100;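 active = percent activation above the screen-wide mean plus 3 SD, cut at about 25% in these data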
Target sequence (P55210 whole entry D23A/D198A/D206A): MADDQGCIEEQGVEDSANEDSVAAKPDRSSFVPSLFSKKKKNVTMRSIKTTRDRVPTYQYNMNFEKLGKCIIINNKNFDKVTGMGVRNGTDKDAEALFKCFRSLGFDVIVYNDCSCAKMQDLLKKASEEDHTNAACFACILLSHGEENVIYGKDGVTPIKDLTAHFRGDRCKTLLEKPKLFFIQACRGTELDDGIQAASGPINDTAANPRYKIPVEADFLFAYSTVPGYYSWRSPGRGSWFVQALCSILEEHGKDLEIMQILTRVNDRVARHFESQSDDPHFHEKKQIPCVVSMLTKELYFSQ
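Assay system: Uncleavable procaspase-7 mutant enzyme | Input: 2 µM procaspase-7 mutant as dispensed | Timing: 1 h compound preincubation, 2 h substrate cleavage, 25 °C | Repeats: One well per compound | Control set: DMSO wells as 0%, DMSO with 5 µM added PC-7 as 100% | Technique: Epi-absorbance of released pNA at 405 nm, two timepoints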
Fh CTSL1 inh: counter-screen for PFM18AAP inhibitors: inhibitors of F. hepatica cathepsin L1. recombinant F. hepatica cathepsin L1, Z-Leu-Arg-MCA fluorescence. inhibition, % at 5.96 µM. actives 0.49% (n = 300,000). AID 1906;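 active = inhibition above the mean of all tested compounds plus 3 SD, set per screening campaign, cut at about 17% in these data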;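 also: 0% = plate median of test compound wells and 100% = 1 µM Z-Phe-Ala-diazomethylketone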
PP5 inh: inhibitors of human protein phosphatase 5 (PP5); inhibition, % at 6.7 µM; P53041; actives 0.18% (n = 320,000); purified PP5c, OMFP substrate fluorescence;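 active = inhibition above the campaign's mean inhibition across all tested compounds plus 3 SD, cut at about 9.5% in these data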;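 also: 0% = DMSO only and 100% = 100 µM cantharidin control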
Target sequence (P53041 whole entry, looked up): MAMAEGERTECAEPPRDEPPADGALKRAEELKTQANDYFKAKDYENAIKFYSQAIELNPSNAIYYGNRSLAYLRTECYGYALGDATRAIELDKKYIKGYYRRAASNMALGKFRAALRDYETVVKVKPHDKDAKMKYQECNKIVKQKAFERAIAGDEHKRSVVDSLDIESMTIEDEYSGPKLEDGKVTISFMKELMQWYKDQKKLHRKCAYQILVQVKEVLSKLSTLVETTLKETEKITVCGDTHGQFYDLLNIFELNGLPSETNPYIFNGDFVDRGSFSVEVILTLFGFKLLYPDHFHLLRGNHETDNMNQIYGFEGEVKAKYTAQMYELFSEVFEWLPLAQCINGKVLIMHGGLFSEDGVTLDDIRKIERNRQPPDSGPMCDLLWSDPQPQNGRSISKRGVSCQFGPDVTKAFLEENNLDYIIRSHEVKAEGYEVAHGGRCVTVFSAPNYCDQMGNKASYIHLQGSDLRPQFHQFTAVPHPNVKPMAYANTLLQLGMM
PP1 counter: counter-screen for PP5 inhibitors: inhibitors of human PP1-alpha; inhibition, % at 6.7 µM; actives 0.9% (n = 320,000); AID 2235; purified PP1alpha, OMFP fluorescence;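 active = inhibition above the mean inhibition of all tested compounds plus 3 SD, computed separately for each screening campaign, cut at about 15% in these data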
procasp3 activ: activates human procaspase-3. recombinant procaspase-3 D3A, Ac-DEVD-pNA absorbance 405 nm. P42574. activation, % at 8.5 µM. actives 0.11% (n = 330,000);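 active = activation above the mean of all tested compounds plus 3 SD, cut at about 21% in these data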;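 also: 0% = DMSO alone and 100% = DMSO wells spiked with extra 5 µM PC-3 D3A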
Target sequence (P42574 whole entry D9A/D28A/D175A): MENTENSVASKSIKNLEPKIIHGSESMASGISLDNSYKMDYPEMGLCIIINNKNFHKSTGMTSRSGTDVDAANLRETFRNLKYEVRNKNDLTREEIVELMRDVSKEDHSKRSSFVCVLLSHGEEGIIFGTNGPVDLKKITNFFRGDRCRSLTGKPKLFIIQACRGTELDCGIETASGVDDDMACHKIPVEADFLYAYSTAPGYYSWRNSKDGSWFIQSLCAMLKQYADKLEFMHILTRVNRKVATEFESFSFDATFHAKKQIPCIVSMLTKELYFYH
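Test system: Procaspase-3 D3A mutant; medium: Zinc-free HEPES/NaCl buffer with 0.01% Triton X-100 at pH 7.4; reagent: DEVD-pNA substrate; doses: one concentration, 8.5 µM nominal, 0.8% DMSO; times: 1 h preincubation plus 2 h reaction at 25 °C; signal: Epi-absorbance at 405 nm of released p-nitroaniline, 0 and 120 min; replicates: singlicate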
The depositor's hits bear a star; . = not tested or not shown.

SMILES | AHR activator | HCV core dimer | TPT1 inhibitor | PAFAH2 FP inh | proCasp7 act | Fh CTSL1 inh | PP5 inh | PP1 counter | procasp3 activ
O=C(/C=C\Nc1ccc2c(c1)OCO2)c1ccccn1 | -6 | 0 | 0 | 4 | 9 | 5 | 0.6 | -2 | -6
COC(=O)c1sccc1S(=O)(=O)NCc1ccc(S(N)(=O)=O)cc1 | -1 | -15 | 0 | 0 | -5 | -1 | 2.6 | 0 | 3
CN1CCOCCOCCN(C)C(=O)N2CCOCCOCCN(CCOCC2)C1=O | 0 | 6 | 0 | 1 | -4 | -2 | 2.8 | -3 | 2
COCCCNC(=S)N1CCC(C(=O)c2ccc3c(c2)OCCO3)CC1 | 1 | -4 | 1 | 3 | -1 | -4 | 0.7 | 1 | 4
CCC(c1nnc(SCC(=O)Nc2cc(S(C)(=O)=O)ccc2Cl)n1Cc1ccccc1)N(C)C (configuration not stated) | 2 | 0 | 0 | -3 | 0 | 1 | 0.0 | -4 | 2
CCN(c1ccccc1)S(=O)(=O)c1ccc(C(=O)Nc2nnc(CSC)o2)cc1 | 3 | -4 | -3 | 4 | 9 | 4 | 3.5 | 38* | 0
O=C(NCc1ccc(F)cc1)C1CCCN1C(=O)Nc1ccc(F)cc1 (configuration not stated) | 2 | 5 | 0 | 3 | 2 | 1 | -1.3 | -2 | 1
CC1=Nc2cccc3cccc(c23)N1 | 13 | -43 | -1 | -1 | -10 | -3 | 1.0 | 4 | 9
CCN(Cc1ccc(OC)c(COC)c1)CC1CCCN(CCc2cccc(F)c2)C1 (configuration not stated) | 0 | -6 | -1 | -3 | 0 | 3 | 2.6 | 0 | -3
COc1ccc(OC)c(NC(=O)CS(=O)(=O)c2cn(CC(=O)N3CCOCC3)c3ccccc23)c1 | -3 | -11 | -4 | 4 | 0 | 2 | 0.4 | 5 | 0
CCOC(=O)COc1ccc(S(=O)(=O)NCCC2=CCCCC2)cc1 | -2 | -9 | -3 | -11 | 0 | 1 | 3.7 | 1 | 3
C=CCC1(CC=C)CCCN1C(=O)Cn1nnnc1CN(C)C(C)C | -3 | 1 | 1 | -3 | -3 | -2 | 0.4 | -3 | 9
CCOc1ccccc1C(=O)NC1CCN(CC(=O)Nc2cc(OC)ccc2OC)CC1 | -5 | 11 | 1 | 2 | 5 | -1 | 1.6 | 1 | -4
COCCNc1ccc(-c2nn(C)c(=O)c3ccccc23)cc1[N+](=O)[O-] | 5 | -6 | -3 | 4 | 6 | 4 | 4.0 | -3 | -3
CCOC(=O)c1ccccc1NC(=O)c1nc2nccc(C)n2n1 | 2 | -4 | -3 | 10 | 8 | -4 | 2.8 | -3 | 4
COC(=O)c1c(NC(=O)CSc2nnnn2C)sc(C)c1C | 2 | 11 | 1 | 4 | 1 | 4 | 1.7 | -4 | -5
CCCSc1cc(=O)n(-c2ccccc2)nc1C(=O)OCC | 1 | -1 | -1 | 0 | 14 | -1 | 2.8 | -3 | 13
CCOc1ccccc1NC(=O)CSc1nnc(CCC(=O)Nc2ccccc2F)n1C | 9 | -18 | -2 | 9 | -8 | 6 | -5.0 | -15 | 1
CCCCC(=O)Nc1cccc(-c2ccc3nncn3n2)c1 | 12 | 1 | -2 | 5 | 5 | -2 | 0.4 | 1 | 4
CSCCC(NC(=O)C1CCCCC1)c1nc2ccccc2[nH]1 (configuration not stated) | -2 | -4 | -1 | . | 4 | -2 | -2.4 | 0 | 3
O=[N+]([O-])c1cccc(-c2ccc(/C=N/n3c(-c4ccccc4)n[nH]c3=S)o2)c1 | 10 | 13 | -1 | -17 | -3 | 4 | -0.6 | -1 | 7
Cc1cc(C)cc(N=c2c([N+](=O)[O-])nn(-c3cccc(Cl)c3)n2O)c1 | 69* | 5 | -2 | 4 | -5 | 3 | 4.1 | 2 | -3
O=C(CNC(=O)c1ccc([N+](=O)[O-])cc1)N/N=C/c1c[nH]c2ccccc12 | 10 | 4 | 2 | 1 | 4 | 5 | 3.2 | -3 | 0
O=C(NNC(=O)c1cccs1)Nc1cccc(Cl)c1 | 13 | 2 | -2 | 6 | 1 | 2 | -3.1 | 9 | 5
CC(C)c1ccc(NC(=O)CSc2n[nH]c(=O)n2-c2ccc3c(c2)OCCO3)cc1 | 7 | -1 | 0 | . | -3 | -3 | 0.7 | -2 | 5
O=S(=O)(c1ccc(F)cc1)N1CCN(CCc2ccccc2)CC1 | -5 | -8 | -1 | -4 | -4 | -4 | 6.0 | -10 | -3
CNC(=O)COC(=O)c1[nH]c(C)c(C(C)=O)c1C | 16 | 3 | 1 | 4 | 6 | 2 | 1.1 | -2 | 4
CC(=O)Nc1sc(N/N=C\c2ccc(O)cc2)nc1-c1cccs1 | 10 | 2 | -2 | 0 | -13 | -1 | 2.2 | -1 | -5
Cc1ccc(Nc2nc3c(s2)CCC3)c(C)c1 | 20 | -1 | 2 | -1 | -6 | 0 | 1.2 | 1 | -6
O=C(Cc1cccc(NC(=O)C2CCN(C(=O)C3CCCCC3)CC2)c1)Nc1cccc(C(=O)N2CCCC2)c1 | 0 | . | . | -5 | 0 | . | 0.9 | -3 | -3
CC(=O)O/N=C/c1c(C)c(C=O)n2ccccc12 | 2 | 0 | -2 | 10 | -1 | -43 | -1.3 | -2 | -3
CCCCn1c(SCC(=O)Nc2cc(C)on2)nc2cc(S(N)(=O)=O)ccc21 | -1 | . | . | 4 | 2 | . | 1.3 | -3 | 3
CCN1C(=O)C(O)(CC(=O)c2cccc(-n3cccc3)c2)c2ccccc21 (configuration not stated) | 1 | 0 | -1 | -2 | -1 | 1 | 1.6 | 1 | 6
Cc1cccc(OCC(=O)OC(C)CN2CCCCC2)c1 (configuration not stated) | 1 | 6 | 2 | 2 | -1 | -4 | -3.0 | -3 | 4
O=c1cc(C(F)(F)F)oc2c1ccc1ccccc12 | 2 | 4 | -3 | 1 | -19 | 0 | -0.5 | 0 | -2
N#C/C(=C/c1ccc(Br)o1)C(N)=S | 17 | 5 | 5 | . | -15 | 0 | -2.7 | -1 | -14
Cc1ccc(Cl)cc1N1CCN(S(=O)(=O)c2cn(C)cn2)CC1 | -2 | 2 | 1 | 5 | -2 | -3 | 2.6 | 0 | -1
CSc1ccc(CN2CCC(N3CC(C)OC(C)C3)CC2)cc1 (configuration not stated) | 1 | -1 | 0 | -5 | 3 | 0 | 2.6 | 4 | -2
COc1ccccc1NC(=O)c1ccc(S(=O)(=O)N2CCCC2)cc1 | 1 | -5 | -6 | 2 | -1 | -4 | 0.2 | 4 | 1
COC(=O)C1=C(C)NC(C)=C(C(=O)OC)C1c1ccccn1 | 0 | -3 | 3 | 2 | -5 | -1 | -0.1 | -1 | 0

Grouped by structure, the compounds so far containing a furan ring, fused or not (2)
SMILES | AHR activator | HCV core dimer | TPT1 inhibitor | PAFAH2 FP inh | proCasp7 act | Fh CTSL1 inh | PP5 inh | PP1 counter | procasp3 activ
O=[N+]([O-])c1cccc(-c2ccc(/C=N/n3c(-c4ccccc4)n[nH]c3=S)o2)c1 | 10 | 13 | -1 | -17 | -3 | 4 | -0.6 | -1 | 7
N#C/C(=C/c1ccc(Br)o1)C(N)=S | 17 | 5 | 5 | . | -15 | 0 | -2.7 | -1 | -14

More records follow.
SMILES | AHR activator | HCV core dimer | TPT1 inhibitor | PAFAH2 FP inh | proCasp7 act | Fh CTSL1 inh | PP5 inh | PP1 counter | procasp3 activ
CCn1c(COc2ccccc2C)nnc1SCC(=O)NCc1ccccc1 | -2 | 1 | -2 | 0 | 1 | 0 | -0.4 | -4 | 15
O=C(CCC(=O)OCc1cccc(C(=O)Oc2ccccc2)c1)Nc1cccc2ccccc12 | 1 | 3 | -1 | -3 | -4 | -4 | 3.3 | -2 | 5
COc1ccc(N2CCN(CCCNC(=O)C(=O)c3c(C)[nH]c4ccccc34)CC2)cc1 | 6 | 0 | 3 | 0 | 8 | 6 | -0.3 | -5 | 1
CCN(Cc1cc(=O)[nH]c2ccccc12)C(=O)C(C)C | 6 | 3 | -3 | 5 | 8 | -5 | -0.4 | -3 | 2
Cc1ccc(/C=C/C(=O)OC(C)C(=O)NC2CCCCC2C)o1 (configuration not stated) | 3 | -3 | -2 | 7 | -3 | -1 | -0.4 | -3 | 15
O=C(CSc1nc2ccccc2o1)NCCOc1ccccc1 | 4 | 2 | -1 | 1 | -2 | -5 | 0.5 | -3 | -4
CCOCC(=O)Nc1cc(-c2cn3cccnc3n2)ccc1C | 17 | 4 | -2 | 6 | -3 | 4 | 1.0 | -3 | 0
COc1cc(NC(=O)Cc2ccccc2)ccc1NC(=O)c1ccco1 | -4 | 5 | 3 | 2 | -5 | 2 | 3.4 | 0 | 7
CCOC(=O)C1(C)NC(c2ccc(OC)c(OC)c2)C2C(=O)N(CC)C(=O)C21 (configuration not stated) | -1 | 6 | -3 | 1 | 4 | 12 | -8.4 | -13 | 8
Cc1cc(Cl)c2oc(C(=O)N3CCN(C4CCS(=O)(=O)C4)CC3)c(C)c2c1 (configuration not stated) | 2 | -2 | -2 | -3 | -2 | 2 | 1.5 | -1 | 14
COc1ccccc1NC(=O)c1ccc2c(c1)nnn2C | 95* | -22 | -3 | -8 | 7 | 3 | 5.4 | 4 | 0
Cc1ccc(-c2nnn(CC(=O)N(CC(=O)NC3CCCC3)c3cnc4ccccc4c3)n2)o1 | -1 | -1 | 1 | 0 | -17 | 0 | 3.2 | -4 | -17
CC(=O)c1c[nH]c(C(=O)Nc2ccc(N3CCCCCC3)cc2)c1 | -2 | . | . | 8 | -6 | . | -0.2 | 1 | -2
COC(=O)CCc1c(C)c(C(=O)c2cc(F)c(F)c(F)c2F)c2ccccn12 | 0 | -1 | 2 | 12 | 1 | 5 | 0.7 | -2 | 2
Cc1ccc(NC(=Nc2ccc(Br)cc2)N2CCOCC2)cc1C | 9 | 5 | 1 | -11 | -2 | -3 | 1.2 | -3 | 1
Brc1ccc(-n2c(SCc3nc4ccccc4[nH]3)nnc2-c2ccncc2)cc1 | 11 | 1 | -1 | -2 | 10 | -3 | -0.1 | -1 | 9
COc1ccc(C(=S)Nc2ccc(N(C)C)cc2)cc1 | -8 | -24 | -1 | 2 | -1 | 6 | 0.5 | 0 | -8
Cc1onc(-c2ccccc2)c1C(=O)N/N=C/c1ccc([N+](=O)[O-])c(O)c1 | 0 | -3 | -9 | 7 | -4 | 3 | -0.7 | 0 | -1
CC(=O)c1nn(-c2ccccc2)cc1C(=O)c1cccc(Br)c1 | 3 | 11 | -2 | -5 | 1 | 1 | -1.8 | -1 | 2
Cc1ccccc1Nc1ncc(C#N)c(N)n1 | 3 | 0 | -2 | . | 0 | 7 | 0.4 | 1 | -5
COC(=O)N/N=C/c1cn(CCOc2ccccc2OC)c2ccccc12 | 60* | 3 | -3 | 3 | 1 | -3 | 2.9 | -3 | -3
CN1CCN(C(=O)/C(=C\c2cccs2)NC(=O)c2cccs2)CC1 | 1 | -2 | -3 | -3 | -7 | 5 | -0.1 | -2 | 6
